From PubChem BioAssay
procasp7 counter – procaspase-7 activators, primary screen, counter-screen for procaspase-3 activator project, biochemical, absorbance, HTS, human; 330,000 compounds, 0.093% hits; recombinant procaspase-7, Ac-DEVD-pNA absorbance 405 nm; D23A/D198A/D206A triple mutant, cannot self-cleave; scale: DMSO 0, 5 µM enzyme 100; activation, % at 8.5 µM;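 active = percent activation above the screen-wide mean plus 3 SD, cut at about 25% in these data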
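Detection: p-Nitroaniline absorbance at 405 nm, read at 0 and 120 min; system: Uncleavable procaspase-7 mutant enzyme; evaluation: % activation from two-timepoint absorbance difference, scaled to controls; times: 1 h enzyme–compound preincubation and 2 h substrate reaction, both 25 °C; buffer or medium: Zinc-free HEPES pH 7.4 with 300 mM NaCl, 0.01% Triton X-100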
ZTA DNA inh – counter-screen for EBNA-1 inhibitors: inhibitors of Epstein-Barr virus ZTA; P03206; ZTA-DNA binding, fluorescence polarization; inhibition, % at 11 µM; 320,000 compounds, 0.15% hits; in the data active = inhibition above about 33%
LAP4-GFP MLPCN – modulators of LAP4-GFP expression in yeast, primary screen, S. cerevisiae, multiplex flow cytometry, MLPCN library | AID 2023, 2009 | GFP response vs DMSO, % at 10 µM | 320,000 compounds, 0.34% hits | 3 h; median GFP as percent of DMSO wells;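 active = GFP response vs DMSO above a set limit, about the screen mean plus 3 SD, cut at about 150% in these data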
RPL19A-GFP yeast – RPL19A-GFP expression modulators in yeast, primary screen, cell-based, S. cerevisiae, multiplex flow cytometry, MLPCN | AID 2025, 2009 | 330,000 compounds, 0.3% hits | S. cerevisiae RPL19A-GFP strain, 3 h; hits give low values | percent response vs DMSO, % at 10 µM;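 active = percent response vs DMSO below 50%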;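 also: median channel GFP fluorescence of the barcoded RPL19A-GFP strain; ratio of sample median GFP to plate DMSO average so 100% = DMSO; lower means less RPL19A-GFP as with rapamycin TOR inhibition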
EBNA-1 inhibitor – EBNA-1 DNA-binding inhibitors, primary screen, biochemical, fluorescence polarization. inhibition, % at 14.8 µM. 300,000 compounds, 0.34% hits. AID 1950, 2009; in the data active = inhibition above about 28%
AHR activator – AHR activators, primary screen, cell-based, luminescence, luciferase reporter, human; AID 2796, 2010; activation, % at 5 µM; Aryl hydrocarbon receptor (Homo sapiens), P35869; 320,000 compounds, 2.5% hits; AHR-responsive luciferase reporter cells; in the data active = activation above about 47%;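 also: 0% = vehicle wells and 100% = reference agonist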
MEP2 TOR yeast – modulators of MEP2-GFP levels in yeast, primary screen, S. cerevisiae, multiplex flow cytometry, MLPCN library; GFP response vs DMSO, % at 10 µM; S. cerevisiae MEP2-GFP strain, 3 h; 100% = DMSO control level; 330,000 compounds, 0.51% hits;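 active = GFP response versus DMSO above a set limit, roughly screen mean plus 3 SD, cut at about 180% in these data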;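 also: median GFP fluorescence of the barcode-gated MEP2-GFP cells per well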
proCasp3 act – activators of human procaspase-3 D3A mutant, primary screen, biochemical, absorbance, PC-3 D3A mutant, single concentration. recombinant procaspase-3 D3A, Ac-DEVD-pNA absorbance 405 nm. activation, % at 8.5 µM. 330,000 compounds, 0.11% hits;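 active = activation above the mean of all tested compounds plus 3 SD, cut at about 21% in these data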;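 also: 0% = DMSO alone and 100% = DMSO wells spiked with extra 5 µM PC-3 D3A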
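Assay system – Procaspase-3 D3A mutant, all three cleavage aspartates alanine · Controls – DMSO-only low control, 5 µM PC-3 D3A high control · Schedule – 1 h compound preincubation, 2 h substrate hydrolysis at 25 °C · Signal – 405 nm absorbance of p-nitroaniline, reads at 0 and 120 min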
* marks the source's active call; other numbers are inactive results; x = no result given.

SMILES	procasp7 counter	ZTA DNA inh	LAP4-GFP MLPCN	RPL19A-GFP yeast	EBNA-1 inhibitor	AHR activator	MEP2 TOR yeast	proCasp3 act
C[C@H](CO)N1C[C@H](C)[C@@H](CN(C)C(=O)NC2CCCCC2)Oc2c(NC(=O)Cc3ccccc3)cccc2C1=O	4	x	90	97	x	0	96	3
O=C(c1ccc(Cl)c(S(=O)(=O)N2CCOCC2)c1)N1CCN(c2ccccc2F)CC1	2	-14	102	94	2	-1	96	-3
O=C(O)c1occc1CSc1ccccc1	-6	-3	100	105	8	-1	106	0
COc1ccc2nc3oc(C(=O)N4CC(C)CC(C)C4)cc3cc2c1 (stereo unspecified)	-5	4	96	98	7	7	114	5
COc1ccc(S(=O)(=O)NCCSc2ccc(C)cc2)cc1OC	-1	-9	99	100	-11	0	105	-2
COc1ccc(NC(=S)N2CCC(C(=O)c3ccc(F)cc3)CC2)c(OC)c1	-21	-15	148	92	-17	3	92	-17
Cc1cc(C)n(-c2ccc(F)cc2CN2CCN(Cc3ccccc3)C(CCO)C2)n1 (stereo unspecified)	5	8	109	101	12	0	101	-9
Cc1cccc(-n2c(=O)c3c(C)c(C)sc3n(CC(N)=O)c2=O)c1	13	4	109	113	-1	-3	112	7
Nc1nonc1-n1nnc(C(=O)N/N=C/c2ccc(OCc3ccccc3F)cc2)c1CNc1ccccc1	-3	-9	108	101	-4	1	117	5
COc1ccc(OC)c(C(c2nnnn2Cc2ccccc2)N2CCN(C)CC2)c1 (stereo unspecified)	4	-13	100	99	-4	4	106	-5

Reformatted in CSV form: 2 of the compounds above.
Molecule,procasp7 counter,ZTA DNA inh,LAP4-GFP MLPCN,RPL19A-GFP yeast,EBNA-1 inhibitor,AHR activator,MEP2 TOR yeast,proCasp3 act
COc1ccc2nc3oc(C(=O)N4CC(C)CC(C)C4)cc3cc2c1 (stereo unspecified),-5,4,96,98,7,7,114,5
COc1ccc(S(=O)(=O)NCCSc2ccc(C)cc2)cc1OC,-1,-9,99,100,-11,0,105,-2

Additional results:
SMILES	procasp7 counter	ZTA DNA inh	LAP4-GFP MLPCN	RPL19A-GFP yeast	EBNA-1 inhibitor	AHR activator	MEP2 TOR yeast	proCasp3 act
CNC(=O)CN(C)S(=O)(=O)c1ccc(OC)c(Cl)c1	5	4	86	94	-6	2	89	0
COc1ccc(-c2nc(NC(=O)CCNC(=O)c3ccco3)sc2C)cc1	10	-4	120	98	-3	13	101	1
Cn1nc(-c2ccc(Cl)cc2)cc1NC(=O)CCCC(=O)O	0	-4	103	89	1	0	95	0
COC(=O)/C=C/C(=O)Nc1cccnc1	13	9	86	89	-6	5	89	-2
CC(=O)Nc1cccc(/C(C)=N/NC(=O)c2ccc3c(c2)OCO3)c1	7	-5	102	96	0	15	105	3
CC(C)CCOc1cccc(OCC(=O)Nc2ccncc2)c1	3	6	124	108	14	0	125	8
CCOc1ccc(S(=O)(=O)Nc2cccc(C(=O)NCC3(N4CCCCC4)CCCCC3)c2)cc1	0	4	105	96	-3	-3	100	13
CCCCCCCC(=O)NNC(=O)c1c(O)c2ccccc2n(CCC)c1=O	4	-10	88	95	-1	-1	91	0
C[C@H](OC(=O)NCc1ccc(C(F)(F)F)cc1)[C@@H]1O[C@@]2(C)CCC[C@@H]1O2	-1	1	102	103	x	10	97	1
COc1ccc(NC(=O)CN2CCN(c3ccccn3)CC2)cc1Cl	12	-1	96	94	-1	-1	101	-10

Sorted by SMILES length (falling): part of the list above
SMILES	procasp7 counter	ZTA DNA inh	LAP4-GFP MLPCN	RPL19A-GFP yeast	EBNA-1 inhibitor	AHR activator	MEP2 TOR yeast	proCasp3 act
CCOc1ccc(S(=O)(=O)Nc2cccc(C(=O)NCC3(N4CCCCC4)CCCCC3)c2)cc1	0	4	105	96	-3	-3	100	13
CC(=O)Nc1cccc(/C(C)=N/NC(=O)c2ccc3c(c2)OCO3)c1	7	-5	102	96	0	15	105	3
COc1ccc(NC(=O)CN2CCN(c3ccccn3)CC2)cc1Cl	12	-1	96	94	-1	-1	101	-10
Cn1nc(-c2ccc(Cl)cc2)cc1NC(=O)CCCC(=O)O	0	-4	103	89	1	0	95	0
CC(C)CCOc1cccc(OCC(=O)Nc2ccncc2)c1	3	6	124	108	14	0	125	8

Next part:
SMILES	procasp7 counter	ZTA DNA inh	LAP4-GFP MLPCN	RPL19A-GFP yeast	EBNA-1 inhibitor	AHR activator	MEP2 TOR yeast	proCasp3 act
COc1ccccc1-n1ccnc(SCC(=O)NC2CCCC2)c1=O	1	-1	101	103	0	-1	106	4
S=C(NC1CCCC1)N1CCN(c2ccccn2)CC1	2	-4	107	108	-10	57*	103	4
c1ccc(-n2ncc3c(NCc4ccc5c(c4)OCO5)ncnc32)cc1	1	4	99	94	-4	6	99	1
Cc1ccc(C)n1CCN1CCN(C(=O)CC#N)CC1	3	-4	93	101	-3	0	104	5
CS(=O)(=O)N1CCC(C(=O)Nc2c(F)cccc2F)CC1	-10	-15	107	106	13	3	102	6
CCOC(=O)c1ccc(NC(=S)Nc2ccc(Br)cc2N)cc1	-10	-21	108	95	4	24	95	-3
O=C(N/N=C/c1ccncc1)c1cnccn1	7	13	112	101	4	2	106	-5
Cc1cc(C(=O)COC(=O)C2=COCCO2)c(C)n1-c1ccc2c(c1)OCO2	-10	9	94	103	5	1	100	-18
OCCNc1cc(-n2nc(-c3ccccc3)cc2-c2ccccc2)ncn1	-2	4	100	104	2	14	99	1
COc1ccc(C(=O)NCC(=O)OCC(=O)Nc2ncc(Cl)cc2Cl)cc1[N+](=O)[O-]	10	-9	86	92	x	4	93	-3
Cc1ccc(NC2c3ncccc3C(=O)N2C2CCCCC2)cc1C (stereo unspecified)	-10	2	90	93	-1	1	105	4
Cc1nn(C)c(C)c1/C=N/NC(=O)C(C)(C)Oc1ccc(Cl)cc1	8	-14	105	109	3	1	103	1
COc1ccc(N(CC(=O)Nc2ccc(S(=O)(=O)N3CCCCC3)cc2)S(C)(=O)=O)cc1OC	13	2	109	105	0	5	106	6
Nc1cc(=O)[nH]c(SCC(=O)Nc2ccc(N3CCCCC3)cc2)n1	-4	x	90	93	x	1	93	-6
Cc1cc(-c2nnc(CCC(=O)NC(C)(C)C34CC5CC(CC(C5)C3)C4)o2)no1	-3	-17	120	94	2	8	107	6
CCOC(=O)Nc1ccc(NS(=O)(=O)c2ccc(C)cc2)cc1	14	-4	105	96	-1	0	101	4
O=C(COc1ccccc1)Nc1ccc(N2CCN(C(=O)c3cccs3)CC2)cc1	-4	-26	118	97	4	3	142	1
Cc1ccc(Cl)cc1NC(=S)N(Cc1ccccc1)Cc1cccnc1	-11	20	97	102	6	3	96	-5
Cc1cc(C)c(NC(=O)C2CC(=O)N(C3CCCC3)C2)c(C)c1 (stereo unspecified)	4	x	99	99	x	-1	98	0
CCCN(Cc1nnc(-c2ccccc2Cl)o1)C(=O)c1cc([N+](=O)[O-])cc([N+](=O)[O-])c1	3	-14	95	100	-16	4	102	5
O=C(c1csc(Nc2cccc3ccccc23)n1)N1CCCC1	8	-12	106	95	1	24	92	-1
Cc1ccc(-c2csc(/C(C#N)=C(\O)CN3CCN(C(=O)c4ccco4)CC3)n2)cc1	5	5	94	92	2	0	96	-5
Cc1cc(C(=O)NCCN2CCOCC2)ccc1[N+](=O)[O-]	-2	-13	99	95	-14	0	101	-4
c1ccc2c(c1)[nH]c1c(N3CCN(C4CCCCC4)CC3)ncnc12	-4	18	85	95	-6	80*	94	3
CC(C)(C)c1ccc(COC(=O)Nc2ccc(F)cc2)cc1	2	7	101	99	-2	2	96	0
Cc1ccc(NC(=O)C2CCC(CNC(=O)[C@@H]3Cc4ccccc4CN3)CC2)cc1 (stereo partly specified)	-1	4	100	101	1	0	105	7
Cc1ccccc1CN1C(=O)C(C)S/C1=N/N=C/c1ccco1 (stereo unspecified)	5	4	111	94	12	-1	90	-2
CCCNc1nc2c(c(=O)[nH]c(=O)n2C)n1Cc1ccc(F)cc1	0	-5	101	101	-16	1	95	8
O=C(O)c1cc(-c2c[nH]c3ccccc23)nc2ccc3ccccc3c12	-10	13	89	99	8	25	102	4
COc1ccc(NC(=O)C2CCCN2C(=O)NC2CCCCC2)cc1 (stereo unspecified)	-6	-9	90	103	-8	-2	102	-9
O=[N+]([O-])c1ccc(/C=C/c2ccc3cccc([N+](=O)[O-])c3n2)cc1	-11	-1	93	100	-10	106*	101	-4
COc1ccc(CC(=O)OCC(=O)Nc2ncc(Cl)cc2Cl)cc1	4	6	98	102	-11	12	107	-5
CCOC(=O)CNC(=O)CSc1nc2cccnc2n1CC	-3	2	102	101	6	0	103	8
CC1CCCC(C)N1C(=O)CSc1nc(N)cc(N)n1 (stereo unspecified)	0	3	103	101	-11	0	105	-2
COc1ccc2[nH]c(=O)c(CNc3ccccc3)cc2c1	-21	9	109	106	-18	3	127	-5
Cc1ccc(NS(=O)(=O)c2ccc(Cl)s2)cc1S(=O)(=O)N(C)C	2	2	88	103	-2	1	94	1
COc1ccc(CN(C)C(=O)CCN(c2ccccc2)S(=O)(=O)c2ccc(C)cc2)c(OC)c1	1	-26	102	97	-8	8	102	-5
COC(=O)CC#N	-2	2	101	100	x	0	99	9
O=C(CCCN1C(=O)C2CCCCN2C1=O)N1CCN(c2ccc([N+](=O)[O-])cc2)CC1 (stereo unspecified)	-24	13	107	99	-7	0	127	-4
CC(NC(=O)N(Cc1ccccc1)Cc1ccc2c(c1)OCO2)(C(F)(F)F)C(F)(F)F	-7	17	101	103	9	3	110	4
COc1cc(S(=O)(=O)Nc2cccc(C)c2)ccc1NC(=O)c1ccncc1	6	2	113	100	-1	2	99	2
COc1cccc(NS(=O)(=O)c2ccc(-c3coc(C)n3)cc2)c1	15	15	101	97	3	-1	95	-1
COC(=O)c1cc(Cn2nc(C(=O)O)c3ccccc3c2=O)oc1C	-9	-9	91	97	-18	20	98	3
CC(C)N(C(=S)NC1CCCCC1)c1ccccc1	10	-22	100	100	-5	-1	101	5
Cc1ccc(S(=O)(=O)NCCSc2nncn2C)cc1	3	-4	99	102	2	0	99	-1
O=C(c1ccccc1)N1CCN(CC(O)COc2cccc3ccccc23)CC1 (stereo unspecified)	10	15	98	104	-9	8	110	4
CC12CCC(C(=O)N3CCN(c4ncccn4)CC3)(c3nc4ccccc4nc31)C2(C)C (stereo unspecified)	10	-7	107	101	4	17	112	0
CCCCCN(C(=O)CCC(=O)OCC(=O)c1ccc(C(C)CC)cc1)c1c(N)n(CCCC)c(=O)[nH]c1=O (stereo unspecified)	4	-10	104	94	-7	2	99	-2
COc1ccccc1CC(=O)NC(=O)c1ccccc1O	-10	-7	93	100	-12	2	105	-6
COCC1CCCN(Cc2cn(-c3ccccc3)nc2-c2ccc3c(c2)OCO3)C1 (stereo unspecified)	3	-8	101	98	-21	20	104	-4

The listing continues.
SMILES	procasp7 counter	ZTA DNA inh	LAP4-GFP MLPCN	RPL19A-GFP yeast	EBNA-1 inhibitor	AHR activator	MEP2 TOR yeast	proCasp3 act
O=C(CSc1ccc2nc(-c3ccccc3)cn2n1)NCC1CCCO1 (stereo unspecified)	11	1	92	99	0	5	103	2
N#CC(C#N)=Cc1cc2ccccc2nc1N1CCOCC1	-1	6	x	x	3	1	x	-8
O=C(Nc1cccnc1)c1cccnc1	-1	-2	92	93	-4	2	98	2
CC(=O)c1cccc(NC(=O)CN(C)S(=O)(=O)c2ccccc2)c1	7	-7	94	94	-5	6	98	5
